# From PubChem
# Lmaj promast = inhibitors of Leishmania major promastigote growth | Leishmania major promastigotes, resazurin fluorescence viability | inhibition, % at 10 µM | 200,000 tested, 9% active | AID 1063;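 also: promastigotes grown with compound for 44 hours at 28 °C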
# RAM network inh = inhibitors of the yeast RAM network | 190,000 tested, 1.8% active | inhibition, % at 50 µM | AID 868 | S. cerevisiae dse1pr::URA3 reporter, 5-FOA growth OD615, 2 d; analog-sensitive cbk1-as2 kinase mutant strain;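 active = inhibition above a set limit, 3 SD over mean compound inhibition, cut at about 8.4% in these data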;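 also: 0% = DMSO-only wells with no growth and 100% = 10 µM 1-NA-PP1 full growth; inhibition rescues growth on 5-FOA so higher OD means more RAM inhibition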
# TLR4-MyD88 BLA = inhibitors of human TLR4-MyD88 binding. O00206+Q99836. HeLa CL3-4 TLR4/MyD88 BLA complementation, FRET ratio. inhibition, % at 8.4 µM. 200,000 tested, 0.18% active; in the data active = inhibition above about 25%;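 also: 0% = vehicle and 100% = reference inhibitor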
# Target sequence (O00206 whole entry, looked up): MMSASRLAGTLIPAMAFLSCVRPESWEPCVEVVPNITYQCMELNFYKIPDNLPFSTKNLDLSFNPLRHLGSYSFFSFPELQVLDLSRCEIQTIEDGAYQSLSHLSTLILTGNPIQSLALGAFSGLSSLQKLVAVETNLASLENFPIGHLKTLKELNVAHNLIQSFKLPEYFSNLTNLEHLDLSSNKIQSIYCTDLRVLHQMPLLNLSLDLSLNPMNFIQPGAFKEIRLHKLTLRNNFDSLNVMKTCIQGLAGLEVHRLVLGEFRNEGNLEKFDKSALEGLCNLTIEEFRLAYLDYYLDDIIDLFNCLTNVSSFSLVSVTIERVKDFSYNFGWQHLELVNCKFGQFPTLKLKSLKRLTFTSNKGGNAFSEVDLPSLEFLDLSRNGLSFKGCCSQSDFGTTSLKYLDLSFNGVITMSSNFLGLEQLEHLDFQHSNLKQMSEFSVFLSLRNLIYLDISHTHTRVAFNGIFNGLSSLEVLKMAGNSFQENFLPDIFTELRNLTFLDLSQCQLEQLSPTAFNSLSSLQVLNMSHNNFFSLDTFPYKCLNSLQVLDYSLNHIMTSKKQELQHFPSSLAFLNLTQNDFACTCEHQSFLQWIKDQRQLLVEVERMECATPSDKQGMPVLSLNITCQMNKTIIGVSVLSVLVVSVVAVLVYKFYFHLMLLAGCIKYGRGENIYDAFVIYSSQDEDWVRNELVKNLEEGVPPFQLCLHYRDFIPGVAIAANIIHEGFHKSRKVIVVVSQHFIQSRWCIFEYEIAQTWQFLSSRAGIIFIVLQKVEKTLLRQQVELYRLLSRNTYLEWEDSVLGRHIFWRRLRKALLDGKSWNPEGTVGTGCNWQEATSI
# Target sequence (Q99836 whole entry, looked up): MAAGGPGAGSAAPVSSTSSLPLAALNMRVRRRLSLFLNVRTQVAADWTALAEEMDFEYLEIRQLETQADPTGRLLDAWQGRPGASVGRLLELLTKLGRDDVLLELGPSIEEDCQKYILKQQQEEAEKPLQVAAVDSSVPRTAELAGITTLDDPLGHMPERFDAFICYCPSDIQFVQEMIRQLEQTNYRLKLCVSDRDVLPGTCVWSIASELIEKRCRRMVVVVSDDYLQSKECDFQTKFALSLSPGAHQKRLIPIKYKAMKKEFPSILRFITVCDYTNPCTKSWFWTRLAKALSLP
# S1P3 antagonist = antagonists of human S1P3 receptor; Q99500; CHO S1P3 NFAT-BLA reporter, FRET fluorescence, antagonist mode; inhibition, % at 4.98 µM; 170,000 tested, 0.27% active;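 active = inhibition above the plate cutoff, the mean inhibition of test wells on that plate plus 3 SD, cut at about 28% in these data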;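 also: cells challenged with S1P at its EC80 of 0.8 µM; blue over green emission ratio from cleaved BLA substrate after 4 h stimulation; 0% = S1P-stimulated wells and 100% = unstimulated DMSO-only wells; some compounds past the cut are filed as inactive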
# G6PDH CS = counter-screen for G6PDH assay hits: L. mesenteroides G6PDH inhibition | Purified L. mesenteroides G6PDH, diaphorase/resazurin coupled fluorescence, 45 min | inhibition, % at 5 µM | 200,000 tested, 0.12% active | AID 1020
# Diaph inh CS = counter-screen for diaphorase-based assays: diaphorase inhibitors and chemical oxidizers | diaphorase resazurin-to-resorufin fluorescence, NADH, 16 min; bacterial (C. kluyveri) enzyme, not human | inhibition, % at 20 µM | 190,000 tested, 0.69% active;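 active = primary screen inhibition at 20 µM above a set limit, cut at about 50% in these data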;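 also: plate controls were DMSO with full reaction for no effect and wells lacking NADH for full effect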
#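 Assay system – diaphorase enzyme from Clostridium kluyveri · Amount – diaphorase 0.14 U/mL (working solution) · Times – reaction incubation of 16 min at room temperature · Controls – No-NADH positive control and DMSO neutral control · Signal – resorufin fluorescence 544/590 nm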
# DTT redox prof = compounds producing H2O2 with reducing agent – biochemical, NIH compound library profiling, artefact control for MLSCN library redox annotation, primary screen | DTT-dependent redox cycling H2O2, phenol red/HRP absorbance; 100% = 100 µM peroxide control, 0% = buffer | activation, % at 10 µM | 200,000 tested, 0.03% active | AID 878;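 active = activation of at least 50% relative to the plate's high and low controls in the primary single-dose screen; inactive = activation below 50%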;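 also: compound incubated with DTT at 0.8 mM final as the reducing agent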
# PMI act satM6P = PMI (human) activation, high substrate; coupled PMI enzyme assay, resazurin fluorescence, 20 min; stronger effect = higher value; 1 = untreated enzyme, 0 = substrate-free blank; activation factor at 20 µM; 190,000 tested, 0.34% active;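 active = activation factor of 2 or more at 20 µM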
#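 Technique: Diaphorase-driven resazurin-to-resorufin fluorescence, excitation 544, emission 590 nm | Assay system: Human PMI in coupled enzyme assay | Times: Enzyme reaction with compound 20 min at room temperature | Medium: HEPES-buffered pH 7.4 with magnesium and detergent | Reagent: Mannose-6-phosphate 1.0 mM (near-saturating) plus 0.22 mM NADP+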
# PMI activator = activators of human phosphomannose isomerase; AID 1214; activation factor at 20 µM; 190,000 tested, 0.005% active; purified human PMI, coupled resazurin fluorescence, 20 min; stronger effect = higher value; 1 = vehicle control, 0 substrate-free wells; P34949;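 active = activation factor of 2 or more at 20 µM, relative to plate controls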
# Diaphorase act = diaphorase activation or chemical reduction counter-screen | Diaphorase/resazurin coupled assay, resorufin fluorescence, 16 min; stronger effect = higher value; 1 = vehicle wells, 0 = NADH-free wells | activation factor at 20 µM | 190,000 tested, 0.005% active;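 active = diaphorase activity raised at least twofold by the compound at 20 µM; inactive = activation factor below 2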
#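 System – purified diaphorase enzyme from Clostridium kluyveri · Input – enzyme 0.07 U/mL final · Also added – final NADH 0.114 mM, resazurin 0.1 mM · Measured by – fluorescence of resorufin, 544 nm excitation, 590 nm emission · Timing – 16 min enzyme reaction, ambient temperature · Measure – resorufin increase flagging diaphorase activators or reducers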
# Hsp70 activator = transcriptional activators of Hsp70; HeLa Hsp70 promoter luciferase reporter, luminescence; scaled: vehicle 0, proteasome-inhibitor control 100%; activation, % at 10 µM; 200,000 tested, 0.04% active; AID 1203;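 active = activation above the mean across all tested compounds plus 3 SD, cutoff set per campaign, cut at about 5.5% in these data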;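 also: 100% = MG132 at 30 µM as the positive control and 0% = DMSO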
# * marks the source's active call; other numbers are inactive results; · = not tested or not shown. Rule as the data show it, unless noted: active = inhibition above about 50%; inactive = the rest.
canonical_smiles	Hsp70 activator	Diaph inh CS	DTT redox prof	G6PDH CS	PMI activator	Diaphorase act	RAM network inh	PMI act satM6P	TLR4-MyD88 BLA	S1P3 antagonist	Lmaj promast
COC(=O)c1c(-c2cccc(C)c2)csc1N	-0.1	25.4	-0.4	12.6	0.7	0.7	3.5	0.8	-5.3	-16.8	-3.8
Cc1ccc2nc3c(cc(C(=O)NC4CCCC4)c(=N)n3CCCn3ccnc3)c(=O)n2c1	-0.3	·	-0.1	10.7	·	·	-0.3	·	0.8	-8.8	3.6
CCOC(=O)N1CCN(c2cc(=O)n(-c3ccccc3Cl)c(=O)[nH]2)CC1	-0.2	6.6	-0.3	-6.5	0.9	0.9	1.0	0.9	-16.1	-16.0	-6.1
Cn1cccc1/C=C1/SC(=O)N(CC(=O)N2CCCC2)C1=O	-0.6	11.1	-1.1	-0.6	0.9	0.9	2.6	0.9	15.3	-4.9	-8.2
CCOc1cc(N2CCOCC2)c(OCC)cc1NC(=O)c1ccc(C)cc1	-0.3	4.6	6.2	-0.1	1	1	2.6	0.7	1.4	-3.5	10.4
O=C1CC(c2ccccc2)CC(O)=C1C=NCc1ccc(Cl)c(Cl)c1 (stereo unspecified)	-0.3	18.7	-2.7	-2.3	1	0.8	4.3	1	2.4	·	-4.1
CCC1(C)Cc2nc3sc(C(=O)O)c(N)c3cc2CO1 (stereo unspecified)	0.2	21.3	-2.0	11.8	1.5	0.8	-1.0	2.2*	12.4	·	-4.0
CC(Oc1ccc(C(=O)NCCc2ccccc2)cc1)C(=O)O (stereo unspecified)	0.0	-6.3	-0.1	3.3	1.1	1.1	1.8	1.1	-6.5	·	-5.9
Cc1ccc2c(c1)c1nc3ccccc3nc1n2CCN1CCOCC1	-0.1	15.0	-2.2	-15.0	0.9	0.8	0.4	0.9	1.1	35.7	21.0
O=C(Cn1cnc2c(cnn2-c2ccc(Cl)cc2)c1=O)NCC1CCCO1 (stereo unspecified)	-0.2	-1.2	1.3	0.9	1.1	1	2.2	1	2.7	-15.8	-7.9
Cc1cc(C)c([N+](=O)[O-])cc1-c1ccc(/C=N/c2c(-c3ccco3)nc3ccccn23)o1	-0.2	19.2	-0.2	1.3	0.8	0.8	2.7	0.6	-6.4	·	2.1
O=C(NCCc1cccc(Cl)c1)c1cccs1	0.7	-19.3	-0.9	8.4	1	1.2	-1.1	1	4.8	0.0	5.4
CCOc1ccc(-n2c(C)nc(O)c2N=Nc2ccccc2)cc1	-0.4	11.7	4.1	6.0	0.9	0.9	14.3*	0.8	-3.3	-14.5	-2.3
CSc1nc(C)c2c(c1C#N)CCCC2	-0.2	0.9	-0.1	2.9	0.9	1	-1.1	1	5.9	·	62.5*
Cc1ccc(O)c(C(=O)c2cnn(-c3ccccc3)c2)c1	0.1	13.7	0.3	11.7	0.8	0.9	0.1	0.9	-0.5	·	4.4
CNC(=O)c1[nH]cnc1C(=O)Nc1ccc(C)cc1	-0.1	8.5	0.4	4.0	0.9	0.9	1.3	0.9	9.5	·	1.1
O=C(NN1C(=O)C2C(C1=O)C1C=CC2C12CC2)c1cccc(Cl)c1 (stereo unspecified)	-0.3	12.9	0.0	9.1	0.9	0.9	-0.6	1	3.7	-37.2	-5.0
O=c1oc2c(Cl)cc(Cl)cc2cc1-c1nnc(Nc2ccccc2F)s1	0.3	2.6	-9.1	-2.1	1.2	1	1.2	1.1	-4.3	·	-6.7
COCc1cc(Sc2ccc(Cl)cc2Cl)nc(-c2ccccc2)n1	-0.2	20.1	2.9	-4.4	0.9	0.8	2.0	1	-2.5	·	0.4
CCn1cc(C(=O)NCCCOC(C)C)c2cc(OC)c(OC)cc2c1=O	-0.2	19.9	-2.5	17.0	0.9	0.8	1.7	0.9	1.1	-30.1	-6.3

# Another view of ten compounds above:
# The line under a structure holds: Hsp70 activator, Diaph inh CS, DTT redox prof, G6PDH CS, PMI activator, Diaphorase act, RAM network inh, PMI act satM6P, TLR4-MyD88 BLA, S1P3 antagonist, Lmaj promast
Cc1cc(C)c([N+](=O)[O-])cc1-c1ccc(/C=N/c2c(-c3ccco3)nc3ccccn23)o1
    -0.2, 19.2, -0.2, 1.3, 0.8, 0.8, 2.7, 0.6, -6.4, ·, 2.1
O=C(NCCc1cccc(Cl)c1)c1cccs1
    0.7, -19.3, -0.9, 8.4, 1, 1.2, -1.1, 1, 4.8, 0.0, 5.4
CCOc1ccc(-n2c(C)nc(O)c2N=Nc2ccccc2)cc1
    -0.4, 11.7, 4.1, 6.0, 0.9, 0.9, 14.3*, 0.8, -3.3, -14.5, -2.3
CSc1nc(C)c2c(c1C#N)CCCC2
    -0.2, 0.9, -0.1, 2.9, 0.9, 1, -1.1, 1, 5.9, ·, 62.5*
Cc1ccc(O)c(C(=O)c2cnn(-c3ccccc3)c2)c1
    0.1, 13.7, 0.3, 11.7, 0.8, 0.9, 0.1, 0.9, -0.5, ·, 4.4
CNC(=O)c1[nH]cnc1C(=O)Nc1ccc(C)cc1
    -0.1, 8.5, 0.4, 4.0, 0.9, 0.9, 1.3, 0.9, 9.5, ·, 1.1
O=C(NN1C(=O)C2C(C1=O)C1C=CC2C12CC2)c1cccc(Cl)c1 (stereo unspecified)
    -0.3, 12.9, 0.0, 9.1, 0.9, 0.9, -0.6, 1, 3.7, -37.2, -5.0
O=c1oc2c(Cl)cc(Cl)cc2cc1-c1nnc(Nc2ccccc2F)s1
    0.3, 2.6, -9.1, -2.1, 1.2, 1, 1.2, 1.1, -4.3, ·, -6.7
COCc1cc(Sc2ccc(Cl)cc2Cl)nc(-c2ccccc2)n1
    -0.2, 20.1, 2.9, -4.4, 0.9, 0.8, 2.0, 1, -2.5, ·, 0.4
CCn1cc(C(=O)NCCCOC(C)C)c2cc(OC)c(OC)cc2c1=O
    -0.2, 19.9, -2.5, 17.0, 0.9, 0.8, 1.7, 0.9, 1.1, -30.1, -6.3

# Additional entries follow:
canonical_smiles	Hsp70 activator	Diaph inh CS	DTT redox prof	G6PDH CS	PMI activator	Diaphorase act	RAM network inh	PMI act satM6P	TLR4-MyD88 BLA	S1P3 antagonist	Lmaj promast
Cn1c(=S)n(CCC(=O)O)c2ccccc21	0.1	·	0.5	6.5	·	·	1.9	·	-4.8	-7.9	-6.6
Cc1cnc(NC(=O)CCN2C(=O)C3CCCCC3C2=O)s1 (stereo unspecified)	-0.2	-7.6	-1.5	5.9	1.1	1.1	0.0	1	-10.7	9.9	6.5
Cc1ccc(NC(=O)NC(=O)COc2ccc(Cl)cc2Cl)c(C)c1	-0.2	12.6	0.4	-1.5	0.9	0.9	1.1	0.9	-7.7	-4.0	-6.6
Cc1ccc(CS(=O)(=O)Cc2ccc(C(=O)NCCCN3CCOCC3)o2)cc1	0.3	13.3	-0.2	11.0	1	0.9	-0.1	0.9	-7.7	15.7	5.1
CN1CCN(C(=O)c2ccc3c(c2)NC(=O)C(C)(C)O3)CC1	0.0	15.5	1.8	5.2	1	0.8	0.3	1	5.8	12.0	1.5
O=C(O)CNS(=O)(=O)c1ccc(F)cc1	-0.1	8.7	0.8	-4.7	0.9	0.9	2.1	0.9	-10.9	·	-6.1
CC(C)(C)NC(=O)C(c1c[nH]c2ccccc12)N(C(=O)Cn1nnc(-c2ccc(F)cc2)n1)c1cccc(O)c1 (stereo unspecified)	0.0	26.4	-0.3	7.7	0.8	0.7	5.3	0.9	-6.9	0.9	2.1
CC(C)=CC(=O)OCC(=O)Nc1ccccc1Cl	-0.1	9.1	-0.3	-7.7	1	0.9	1.9	1	-3.6	-25.6	-5.7
COc1cccc(C2CC(c3cccc(Br)c3)n3ncnc3N2)c1 (stereo unspecified)	0.1	19.0	-1.0	-6.8	0.9	0.8	0.1	0.9	13.4	·	-4.5
CCn1c(SCC(=O)Nc2ccc3c(c2)c2ccccc2n3CC)nnc1-c1ccco1	-0.3	28.2	0.1	-4.3	0.8	0.7	7.5	0.8	11.7	-28.3	71.8*
O=C(CSC1CC(=O)N(CCc2ccccc2)C1=O)Nc1ccc(Cl)cc1 (stereo unspecified)	-0.4	15.3	0.3	6.9	0.8	0.8	1.0	0.9	-10.6	9.6	-2.0
COc1ccc(N2CCN(C(=O)c3cccc(N4C(=O)C5CC=CC(C)C5C4=O)c3)CC2)cc1 (stereo unspecified)	-0.2	11.1	-0.4	-2.4	1.1	0.9	3.4	0.8	-6.5	-1.0	-0.1
Cc1ccc(C(=O)C(OC(=O)CNS(=O)(=O)c2ccccc2)c2ccccc2)cc1 (stereo unspecified)	-0.5	29.9	2.8	13.5	0.8	0.7	5.4	0.8	-14.6	·	-4.1
O=C(CSc1nc2ccc(Cl)cc2o1)NCc1ccc2c(c1)OCO2	-0.4	1.0	0.0	22.2	1	1	3.7	1.1	15.9	·	0.1
CC(C)n1c(SCC(N)=O)nc2c1c(=O)n(C)c(=O)n2C	-0.1	14.9	-0.5	3.9	0.9	0.9	0.7	0.9	-5.5	-14.6	-3.7
